Compound activity: PubChem, several laboratories
HCV core dimer: HCV core protein dimerization inhibition; 300,000 compounds, 0.33% hits; inhibition, % at 5 µM; TR-FRET GST/Flag-core106 dimerization, 1536-well; AID 1899;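 active = inhibition above the mean of all tested compounds plus 3 SD, set per screening campaign, cut at about 45% in these data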
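assay system = GST-tagged and Flag-tagged HCV core protein residues 1-106 | controls = unlabelled core106 and no-GST-core106 wells | incubation = compound-protein-antibody incubation 4 h at 22.5 °C | probe or stimulus = Eu donor and XL665 acceptor anti-tag antibodies | read-out = % inhibition based on acceptor/donor emission ratio | signal = TR-FRET 671 and 617 nm emission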
GRK2 inh: human GRK2 inhibition via aptamer displacement; bead flow cytometry, FAM-aptamer displacement from GRK2; inhibition of aptamer binding, % at 10 µM; 330,000 compounds, 0.59% hits;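 active = inhibition of aptamer binding above 40%, roughly 3 SD of noise, on plates passing a quality check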;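 also: median bead fluorescence of bound FAM aptamer so fluorescent compounds give negative values; no value below 0 was filed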
PP5 primary: inhibitors of human protein phosphatase 5 (PP5) | inhibition, % at 6.7 µM | 320,000 compounds, 0.18% hits | AID 1987 | P53041 | purified PP5c, OMFP substrate fluorescence;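 active = inhibition above the campaign's mean inhibition across all tested compounds plus 3 SD, cut at about 9.5% in these data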;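 also: 0% = DMSO only and 100% = 100 µM cantharidin control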
proCasp7 act: counter-screen for procaspase-3 activators: activators of human procaspase-7. P55210. recombinant procaspase-7, Ac-DEVD-pNA absorbance 405 nm; D23A/D198A/D206A triple mutant, cannot self-cleave; scale: DMSO 0, 5 µM enzyme 100. activation, % at 8.5 µM. 330,000 compounds, 0.093% hits;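 active = percent activation above the screen-wide mean plus 3 SD, cut at about 25% in these data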
Target sequence (P55210 whole entry D23A/D198A/D206A): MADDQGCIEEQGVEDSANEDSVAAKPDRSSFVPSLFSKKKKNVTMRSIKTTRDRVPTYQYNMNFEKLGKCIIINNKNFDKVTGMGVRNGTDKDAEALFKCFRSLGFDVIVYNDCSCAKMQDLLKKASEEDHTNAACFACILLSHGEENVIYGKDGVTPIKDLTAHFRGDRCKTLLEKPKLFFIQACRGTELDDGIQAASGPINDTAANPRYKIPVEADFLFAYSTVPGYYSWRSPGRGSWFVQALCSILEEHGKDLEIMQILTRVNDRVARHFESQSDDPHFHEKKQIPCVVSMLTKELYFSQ
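Assay system: Uncleavable procaspase-7 mutant enzyme | Input: 2 µM procaspase-7 mutant as dispensed | Timing: 1 h compound preincubation, 2 h substrate cleavage, 25 °C | Repeats: One well per compound | Control set: DMSO wells as 0%, DMSO with 5 µM added PC-7 as 100% | Technique: Epi-absorbance of released pNA at 405 nm, two timepoints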
PP1 inh: counter-screen for PP5 inhibitors: inhibitors of human PP1-alpha; P62136; purified PP1alpha, OMFP fluorescence; inhibition, % at 6.7 µM; 320,000 compounds, 0.9% hits;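 active = inhibition above the mean inhibition of all tested compounds plus 3 SD, computed separately for each screening campaign, cut at about 15% in these data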
Target sequence (P62136 whole entry, looked up): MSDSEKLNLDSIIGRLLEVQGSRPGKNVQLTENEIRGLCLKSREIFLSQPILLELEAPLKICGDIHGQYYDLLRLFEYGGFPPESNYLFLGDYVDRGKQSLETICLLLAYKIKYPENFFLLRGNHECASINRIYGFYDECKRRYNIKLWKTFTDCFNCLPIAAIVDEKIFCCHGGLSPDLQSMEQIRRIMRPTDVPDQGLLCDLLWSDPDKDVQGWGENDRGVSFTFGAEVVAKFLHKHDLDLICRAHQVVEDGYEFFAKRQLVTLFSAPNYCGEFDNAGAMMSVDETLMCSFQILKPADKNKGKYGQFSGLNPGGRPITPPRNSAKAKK
VLA-4 inh: inhibition in a human VLA-4 binding assay | 330,000 compounds, 0.2% hits | inhibition, % (about 7 µM as worked out from the volumes in the protocol) | VLA-4 expressing cells, ligand binding flow cytometry | P13612; in the data active = inhibition above about 50%
GASC-1 inh: inhibitors of human GASC-1 (JMJD2C) demethylase; GST-JMJD2C(1-420) H3K9me3 demethylation, DELFIA europium; inhibition, % at 2.35 µM; 330,000 compounds, 0.069% hits;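 active = more than half of a compound's replicate wells show inhibition beyond 50%, single wells judged on their own value; inconclusive = some, but no more than half, of replicates pass 50% inhibition; inactive = no replicate passes 50% inhibition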;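 also: signal counts dimethyl H3K9 product captured on neutravidin plate; 0% = median of DMSO wells and 100% = 0.3 times that DMSO median; strong numbers were not always called active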
procasp3 activ: activates human procaspase-3 | P42574 | recombinant procaspase-3 D3A, Ac-DEVD-pNA absorbance 405 nm | activation, % at 8.5 µM | 330,000 compounds, 0.11% hits | AID 463141;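 active = activation above the mean of all tested compounds plus 3 SD, cut at about 21% in these data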;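 also: 0% = DMSO alone and 100% = DMSO wells spiked with extra 5 µM PC-3 D3A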
Target sequence (P42574 whole entry D9A/D28A/D175A): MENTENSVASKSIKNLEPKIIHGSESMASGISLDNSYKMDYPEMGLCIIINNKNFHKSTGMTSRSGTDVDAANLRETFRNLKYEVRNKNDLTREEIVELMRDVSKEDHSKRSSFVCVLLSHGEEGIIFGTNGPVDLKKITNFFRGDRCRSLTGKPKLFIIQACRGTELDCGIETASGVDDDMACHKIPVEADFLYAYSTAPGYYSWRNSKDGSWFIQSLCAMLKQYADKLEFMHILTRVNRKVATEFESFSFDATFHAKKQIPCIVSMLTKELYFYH
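System: Procaspase-3 D3A mutant. Medium: Zinc-free 300 mM NaCl, 50 mM HEPES, 0.01% Triton X-100. Schedule: 1 h preincubation plus 2 h reaction at 25 °C. Measured by: 405 nm absorbance of p-nitroaniline, reads at 0 and 120 min. Read-out: percent activation relative to control range.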
CTSL1 counter: counter-screen for PFM18AAP inhibitors: inhibitors of F. hepatica cathepsin L1; recombinant F. hepatica cathepsin L1, Z-Leu-Arg-MCA fluorescence; inhibition, % at 5.96 µM; 300,000 compounds, 0.49% hits; AID 1906;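 active = inhibition above the mean of all tested compounds plus 3 SD, set per screening campaign, cut at about 17% in these data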;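 also: 0% = plate median of test compound wells and 100% = 1 µM Z-Phe-Ala-diazomethylketone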
An asterisk follows results filed as active.

Screening CCOc1cc(/C=N/NC(=O)CSc2nncn2C)ccc1OC(=O)c1ccc(Cl)cc1 returned HCV core dimer 2, GRK2 inh 1, PP5 primary 2.1, proCasp7 act 4, PP1 inh 3, VLA-4 inh 0, GASC-1 inh -3, procasp3 activ 6 and CTSL1 counter 3.
CCN(c1ccc(OC)cc1)S(=O)(=O)c1cc(-c2cc(C)no2)ccc1OC was read as HCV core dimer 1, GRK2 inh 2, PP5 primary 3.2, proCasp7 act 4, PP1 inh 1, VLA-4 inh 0, GASC-1 inh -7, procasp3 activ -2 and CTSL1 counter -4.
`Cc1ccc(N=CC=C2OC(C)(C)C(C)(C)O2)cc1` gave HCV core dimer -3, GRK2 inh 3, PP5 primary -1.2, proCasp7 act 6, PP1 inh -2, VLA-4 inh -6, GASC-1 inh -6, procasp3 activ 5 and CTSL1 counter 2.
`COc1cc2sc3cc(NCc4ccc(C)o4)ccc3c(=O)c2cc1OC` gave GRK2 inh 8, proCasp7 act -16, VLA-4 inh -8, GASC-1 inh -1 and procasp3 activ -11.
For CCOc1cc(N2CCOCC2)c(OCC)cc1NC(C)C(=O)N1CCC(C)CC1 (centres undefined) the results were HCV core dimer -5, GRK2 inh 2, PP5 primary 1.4, proCasp7 act -9, PP1 inh 1, VLA-4 inh 3, GASC-1 inh -1, procasp3 activ -9 and CTSL1 counter -1.
For CN(C)c1ccc(/C=C(\NC(=O)c2ccccc2)C(=O)NCCCN2CCOCC2)cc1 the results were HCV core dimer -2, GRK2 inh 2, PP5 primary 0.9, proCasp7 act 2, PP1 inh -4, VLA-4 inh -7, GASC-1 inh -33, procasp3 activ -3 and CTSL1 counter 4.
For Cn1cc(S(=O)(=O)N2CCCC2)cc1C(=O)N1CCN(c2ccccc2)CC1 the results were HCV core dimer 20, GRK2 inh 3, PP5 primary 0.3, proCasp7 act 4, PP1 inh -4, VLA-4 inh -18, GASC-1 inh 2, procasp3 activ -2 and CTSL1 counter -2.
`COc1ccc(-c2cc(C(=O)Nc3ccc(S(=O)(=O)Nc4onc(C)c4C)cc3)c3ccccc3n2)cc1OC` gave HCV core dimer 20, GRK2 inh 27, PP5 primary -0.3, proCasp7 act 4, PP1 inh 0, VLA-4 inh 1, GASC-1 inh 4, procasp3 activ -8 and CTSL1 counter 3.
Screening COc1ccc(N(C)S(=O)(=O)c2cccc(C(=O)Nc3nnc(C)s3)c2)cc1 returned GRK2 inh 4, PP5 primary -2.4, proCasp7 act -6, PP1 inh -3, VLA-4 inh -23, GASC-1 inh 5 and procasp3 activ 11.
Screening C=CCn1c(SCC(=O)c2ccc(Cl)s2)nc2ccccc2c1=O returned HCV core dimer 2, GRK2 inh 0, PP5 primary -0.9, proCasp7 act -7, PP1 inh 1, VLA-4 inh 10, GASC-1 inh 11, procasp3 activ 0 and CTSL1 counter 2.
O=C(NC(=S)Nc1ncc(Br)cc1Br)c1ccccc1 was read as HCV core dimer 3, GRK2 inh 0, PP5 primary 2.3, proCasp7 act -18, PP1 inh 2, VLA-4 inh -1, GASC-1 inh -3, procasp3 activ -15 and CTSL1 counter -3.
`CC1=C(C(N)=O)C(c2cccnc2)n2nc(-c3cccc(C)c3)nc2N1` (centres undefined) gave HCV core dimer -3, GRK2 inh 0, PP5 primary 1.9, proCasp7 act 7, PP1 inh -3, VLA-4 inh -1, GASC-1 inh 0, procasp3 activ 4 and CTSL1 counter -2.
`Cc1ccc2c(c1)N(C(C)C(=O)NCc1cccs1)C(=O)CO2` (centres undefined) gave HCV core dimer 2, GRK2 inh 0, PP5 primary -0.7, proCasp7 act 7, PP1 inh -3, VLA-4 inh 8, GASC-1 inh -7, procasp3 activ 7 and CTSL1 counter 3.
For CCc1ccc(OCC(=O)Nc2ccc(S(=O)(=O)Nc3cc(C)on3)cc2)c(Br)c1 the results were HCV core dimer 17, GRK2 inh 0, PP5 primary 4.3, proCasp7 act -4, PP1 inh 3, VLA-4 inh -2, GASC-1 inh 6, procasp3 activ 10 and CTSL1 counter 0.
`C/C(CCc1oc2ccc(Cl)cc2c1-c1ccc(C)o1)=N\O` gave HCV core dimer -1, GRK2 inh 0, PP5 primary 7.0, proCasp7 act -7, PP1 inh -5, VLA-4 inh -3, GASC-1 inh 7, procasp3 activ 3 and CTSL1 counter 4.

Brought forward from above: 2 compounds, then new ones.
For CCc1ccc(OCC(=O)Nc2ccc(S(=O)(=O)Nc3cc(C)on3)cc2)c(Br)c1 the results were HCV core dimer 17, GRK2 inh 0, PP5 primary 4.3, proCasp7 act -4, PP1 inh 3, VLA-4 inh -2, GASC-1 inh 6, procasp3 activ 10 and CTSL1 counter 0.
`C/C(CCc1oc2ccc(Cl)cc2c1-c1ccc(C)o1)=N\O` gave HCV core dimer -1, GRK2 inh 0, PP5 primary 7.0, proCasp7 act -7, PP1 inh -5, VLA-4 inh -3, GASC-1 inh 7, procasp3 activ 3 and CTSL1 counter 4.
Screening O=C(CN1C(=O)CSc2ccc(S(=O)(=O)N3CCOCC3)cc21)NCCCN1CCOCC1 returned HCV core dimer 0, GRK2 inh 0, PP5 primary -0.8, proCasp7 act 1, PP1 inh -2, VLA-4 inh -6, GASC-1 inh -1, procasp3 activ -1 and CTSL1 counter -1.
O=C(Nc1cccc([N+](=O)[O-])c1)c1ccc(N2CCCC2=O)cc1 was read as HCV core dimer 2, GRK2 inh 4, PP5 primary -2.4, proCasp7 act 5, PP1 inh -4, VLA-4 inh 11, GASC-1 inh -10, procasp3 activ 7 and CTSL1 counter -1.
`COc1ccc(CC(=O)N2CC(=O)N(CCc3ccccc3)C(=O)C2)cc1` gave HCV core dimer -2, GRK2 inh 1, PP5 primary 1.3, proCasp7 act 6, PP1 inh 1, VLA-4 inh 0, GASC-1 inh -15, procasp3 activ 2 and CTSL1 counter 0.
Screening O=C(NCc1ccco1)C(=O)NCC1OCCCN1S(=O)(=O)c1ccccc1 (centres undefined) returned HCV core dimer 8, GRK2 inh 0, PP5 primary -0.1, proCasp7 act -3, PP1 inh -2, VLA-4 inh 8, GASC-1 inh -2, procasp3 activ 0 and CTSL1 counter -2.
For CCOc1ccc(NC(=O)CS(=O)(=O)c2cn(CC)c3ccccc23)cc1 the results were HCV core dimer 4, GRK2 inh 0, PP5 primary 2.7, proCasp7 act 12, PP1 inh 2, VLA-4 inh 11, GASC-1 inh -12, procasp3 activ -2 and CTSL1 counter 0.
Screening CCC(CC)NC(=O)c1cccc([N+](=O)[O-])c1C returned HCV core dimer 3, GRK2 inh 0, PP5 primary -0.4, proCasp7 act 7, PP1 inh -4, VLA-4 inh 0, GASC-1 inh -4, procasp3 activ -1 and CTSL1 counter 2.
Cc1ccc(NC(=O)N2CCN(C(=O)C3CCCO3)CC2)cc1 (centres undefined) was read as HCV core dimer 1, GRK2 inh 3, PP5 primary 0.7, proCasp7 act 5, PP1 inh 3, VLA-4 inh -9, GASC-1 inh -2, procasp3 activ 4 and CTSL1 counter 0.
For Cc1cccc(NS(=O)(=O)c2nnc(NC(=O)C3CCCCC3)s2)c1 the results were HCV core dimer 0, GRK2 inh 0, PP5 primary -4.1, proCasp7 act 2, PP1 inh 7, VLA-4 inh -9, GASC-1 inh -1, procasp3 activ -5 and CTSL1 counter 1.
Screening CC(=O)c1c(C)nn(CCC(=O)O)c1C returned HCV core dimer -3, GRK2 inh 0, PP5 primary 1.8, proCasp7 act 11, PP1 inh -1, VLA-4 inh -7, GASC-1 inh -7, procasp3 activ 0 and CTSL1 counter -5.
Screening O=C1/C(=C/c2cccs2)SC(=S)N1c1ccccc1 returned HCV core dimer -8, GRK2 inh 2, PP5 primary 2.2, proCasp7 act 8, PP1 inh -5, VLA-4 inh 4, GASC-1 inh 8, procasp3 activ 0 and CTSL1 counter 0.
Cc1ccc2nc3c(nc2c1C)C(O)=C3O was read as HCV core dimer -27, GRK2 inh 1, PP5 primary 0.3, proCasp7 act 6, PP1 inh -8, VLA-4 inh 7, GASC-1 inh 2, procasp3 activ -8 and CTSL1 counter 3.
For Cc1cccc(NC(=O)c2cc(Cl)nc3ccccc23)n1 the results were HCV core dimer 6, GRK2 inh 0, PP5 primary -2.0, proCasp7 act 4, PP1 inh -3, VLA-4 inh -1, GASC-1 inh -5, procasp3 activ -4 and CTSL1 counter 4.
O=C(c1cnc(N2CCN(c3ncccn3)CC2)c2ccccc12)N1CCN(c2ccccn2)CC1 was read as HCV core dimer -1, GRK2 inh 0, PP5 primary 3.7, proCasp7 act 8, PP1 inh -1, VLA-4 inh -5, GASC-1 inh 18, procasp3 activ 6 and CTSL1 counter -1.
`Cc1ccc(S(=O)(=O)N2CCCOC2)cc1` gave HCV core dimer 2, GRK2 inh 2, PP5 primary -0.3, proCasp7 act 6, PP1 inh -3, VLA-4 inh -72, GASC-1 inh -11, procasp3 activ 2 and CTSL1 counter 3.
For CCCCc1nc(SCC(=O)Nc2nnc(C(C)C)s2)n[nH]1 the results were HCV core dimer -4, GRK2 inh 4, PP5 primary 0.9, proCasp7 act 0, PP1 inh -1, VLA-4 inh -11, GASC-1 inh 3, procasp3 activ 0 and CTSL1 counter -1.
For CC(=O)c1c(C)[nH]c(C(=O)OCC(=O)N2CCN(S(=O)(=O)c3ccc(C)cc3)CC2)c1C the results were GRK2 inh 3, PP5 primary -4.0, proCasp7 act 1, PP1 inh -1, VLA-4 inh 45, GASC-1 inh 14 and procasp3 activ 2.
Fc1ccc(-c2noc(-c3ccc4c(c3)CCO4)n2)cc1 was read as HCV core dimer 3, GRK2 inh 0, PP5 primary 0.2, proCasp7 act -1, PP1 inh -1, VLA-4 inh -6, GASC-1 inh 9, procasp3 activ 6 and CTSL1 counter 6.
CCCCNC(=S)N(CCCN(C)C)Cc1cc2cc3c(cc2[nH]c1=O)OCO3 was read as HCV core dimer 6, GRK2 inh 2, PP5 primary 0.3, proCasp7 act 0, PP1 inh -5, VLA-4 inh -2, GASC-1 inh inconclusive, procasp3 activ 13 and CTSL1 counter 2.
`CCCOc1ccc(C(=O)C(c2ccccc2)N2CCOCC2)cc1` (centres undefined) gave HCV core dimer 4, GRK2 inh 1, PP5 primary 2.0, proCasp7 act 4, PP1 inh 4, VLA-4 inh 3, GASC-1 inh -3, procasp3 activ -2 and CTSL1 counter 0.
Screening CCCCN(C(=O)c1ccc(NC2CC2)c([N+](=O)[O-])c1)c1c(N)n(CC(C)C)c(=O)[nH]c1=O returned GRK2 inh 0, PP5 primary 2.1, proCasp7 act -9, PP1 inh 4, VLA-4 inh -2, GASC-1 inh 8 and procasp3 activ -10.
CC(=O)Nc1ccn(-c2ccccc2)n1 was read as HCV core dimer -2, GRK2 inh 0, PP5 primary -0.3, proCasp7 act 6, PP1 inh 1, VLA-4 inh 3, GASC-1 inh -3, procasp3 activ 6 and CTSL1 counter -4.
